PPARg SRC2 recr: PPARgamma-driven SRC-2 recruitment agonism. hit rate 0.34% among 200,000. P37231. PPARgamma LBD-SRC-2 recruitment, biochemical. AID 1032. activation, % at 8 µM; in the data active means activation above about 22%;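 further: 0% = vehicle and 100% = reference agonist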
bIAP inhibitor: intestinal alkaline phosphatase (bovine) inhibition. purified bovine IAP, CDP-star luminescence, 30 min. inhibition, % at 20 µM. 190,000 tested, under 10 active. AID 1019;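 active means over 50% inhibition of intestinal alkaline phosphatase at 20 µM in the single-dose screen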
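test system = bovine IAP enzyme | medium = DEA buffer 100 mM, pH 9.8, with MgCl2 1.0 mM, ZnCl2 0.02 mM | detection = luminescence | dosing = single compound dose of 20 µM, 2% DMSO final | incubation = 30 min reaction at room temperature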
bIAP act: intestinal alkaline phosphatase (bovine) activation; purified bovine IAP, CDP-star luminescence, 30 min; active compounds read high; fold of DMSO-control signal, blank-subtracted; activation factor at 20 µM; hit rate 0.17% among 200,000; AID 1016;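 active means activation factor of 2 or more at 20 µM, a signal rise over negative controls twice the positive control's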
SRC2 TRFRET art: TR-FRET artefact, counter-screen to PPARgamma/SRC-2 agonist assay; AID 1049; hit rate 0.4% among 200,000; active compounds read high; TR-FRET ratio at 8 µM; in the data active means TR-FRET ratio above about 2000; further: inactives centre near 1500
PPARg SRC-3 ag: agonists of human PPARgamma SRC-3 coactivator recruitment | biochemical PPARgamma/SRC-3 coactivator recruitment assay | AID 731 | hit rate 0.26% among 200,000 | P37231 | activation, % at 8 µM; in the data active means activation above about 23%;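 further: 0% = DMSO and 100% = reference agonist; some compounds past the cut are filed as inactive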
TNAP act hi DEA: activators of human TNAP at high phosphate acceptor concentration | P05186 | purified TNAP, CDP-star luminescence, 1 M DEA, 30 min; active compounds read high; 0 = EDTA background, 1 = DMSO-only activity | activation factor at 20 µM | 200,000 tested, under 10 active | AID 1136;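 active means activation factor at least 2 at 20 µM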
Target sequence (P05186 whole entry, looked up): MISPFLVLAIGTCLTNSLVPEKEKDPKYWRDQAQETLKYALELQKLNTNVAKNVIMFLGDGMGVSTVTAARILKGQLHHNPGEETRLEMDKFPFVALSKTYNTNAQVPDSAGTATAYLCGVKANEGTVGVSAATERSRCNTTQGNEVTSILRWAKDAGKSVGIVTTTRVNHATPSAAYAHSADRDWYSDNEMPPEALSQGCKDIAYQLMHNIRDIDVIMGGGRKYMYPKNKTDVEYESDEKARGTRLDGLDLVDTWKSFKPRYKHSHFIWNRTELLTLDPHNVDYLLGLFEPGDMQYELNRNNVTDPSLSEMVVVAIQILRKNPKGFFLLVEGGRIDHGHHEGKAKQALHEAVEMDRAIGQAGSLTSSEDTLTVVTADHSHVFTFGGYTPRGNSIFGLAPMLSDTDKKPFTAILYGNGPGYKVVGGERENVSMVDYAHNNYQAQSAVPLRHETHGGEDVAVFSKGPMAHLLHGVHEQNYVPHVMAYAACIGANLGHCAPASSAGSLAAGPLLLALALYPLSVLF
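Dosing: 20 µM single point. System: human TNAP. Amount: TNAP 1/800 final. Incubation: 30 min, room temperature. Read-out: TNAP activation factor scaled between EDTA and DMSO control wells. Signal: luminescence from CDP-star hydrolysis. Medium: 1 M DEA, pH 9.8, Mg2+, Zn2+. Control set: EDTA negative control, DMSO positive control.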
PPARg SRC-1 ag: agonists of human PPARgamma SRC-1 coactivator recruitment; P37231; PPARgamma-SRC-1 coactivator recruitment biochemical assay; activation, % at 8 µM; hit rate 0.41% among 200,000; AID 631; in the data active means activation above about 19%;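 further: 0% = DMSO and 100% = reference agonist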
ROMK primary: human ROMK K+ channel modulation, primary screen; P48048; Tet-inducible ROMK, thallium flux fluorescence; actives lie on both sides; B-score at 10 µM; hit rate 2% among 130,000;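 active means signal ratio slope over the read window, or its plate-corrected B-score, at least 3 SD from the plate mean, either direction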;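 further: B-score of the F/F0 ratio slope over 7 to 12 s after thallium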
Target sequence (P48048 whole entry, looked up): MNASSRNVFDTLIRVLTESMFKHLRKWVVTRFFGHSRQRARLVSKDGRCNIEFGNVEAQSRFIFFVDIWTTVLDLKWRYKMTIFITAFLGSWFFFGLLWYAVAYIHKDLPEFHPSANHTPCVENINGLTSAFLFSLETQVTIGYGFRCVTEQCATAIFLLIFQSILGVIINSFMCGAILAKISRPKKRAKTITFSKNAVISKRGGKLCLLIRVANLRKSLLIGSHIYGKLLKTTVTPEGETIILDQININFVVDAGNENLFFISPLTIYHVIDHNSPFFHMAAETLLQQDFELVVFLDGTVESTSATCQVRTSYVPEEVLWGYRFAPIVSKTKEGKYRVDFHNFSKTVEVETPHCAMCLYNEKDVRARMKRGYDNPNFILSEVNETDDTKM
STAT3 blocker: STAT3 signaling inhibition; U3A cells, IL-6 STAT3-luciferase reporter, luminescence; host cell line lacks STAT1; inhibition, % at 5.5 µM; hit rate 0.89% among 190,000;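 active means inhibition above the mean inhibition across all screened compounds plus 3 SD, cut at about 44% in these data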;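 further: 0% = DMSO only wells and 100% = 100 µM nifuroxazide control wells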
STAT1 blocker: STAT1 signaling inhibition; NIH 3T3 STAT1-luciferase reporter, IFN-gamma, luminescence; inhibition, % at 5.5 µM; hit rate 0.35% among 200,000; AID 920;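 active means inhibition above a set limit, the mean inhibition across all tested compounds plus 3 SD, cut at about 34% in these data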;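 further: 0% = IFN-gamma with DMSO and 100% = IFN-gamma with 300 µM nifuroxazide; values of inactives mirror those of a sister screen read the other way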
STAT3 activator: activators of IL-6 induced STAT3 signaling | AID 871 | U3A cells, IL-6 STAT3-luciferase reporter, luminescence; 100% = signal with IL-6 EC80 alone | hit rate 0.91% among 190,000 | activation (% of control), % at 5.6 µM;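 active means activation above the screen-wide mean of compound activation plus 3 SD, cut at about 130% in these data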;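 further: 0% = background luminescence of wells with medium and substrate only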
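Test system: Human STAT1-deficient U3A cells with stable STAT3-luciferase reporter | Also added: Interleukin-6, 33 ng/mL | Timing: Compound pre-incubation 1 h before IL-6, then 6 h stimulation at 37 °C | Technique: Luciferase reporter luminescence | Read-out: Percent of IL-6-only median luminescence | Benchmarks: IL-6-only wells as 100% reference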
Active calls of the source: *; . = not tested or not shown. Hits appear at their usual frequency, and some 3.7% of all compounds hit somewhere here.

1) COc1cc(C#N)ccc1OCC(=O)Nc1cccc(S(=O)(=O)N2CCCC2)c1
2) CCN(CC(=O)Nc1ccccc1C(=O)Nc1ccccc1)Cc1nc2ccccc2c(=O)[nH]1
3) COc1ccc(-c2c3c(=O)n(C)c(=O)n(C)c3cn2-c2ccccc2)cc1
4) C(#Cc1ccccc1)CN1CCOCC1
5) CCOC(=O)C1=C(CC)Nc2ccccc2N=C1NC(=O)c1oc2ccccc2c1C
6) Cc1ccc(S(=O)(=O)Nc2cc(C)c(O)cc2C)cc1
7) Cn1c(=O)oc2cc(S(=O)(=O)NC(Cc3ccccc3)C(=O)N3CCCCC3)ccc21 (centres undefined)
8) Cc1ccc(C2=NN(C(=O)CCl)C(c3cccs3)C2)o1 (centres undefined)
screen / no.	1	2	3	4	5	6	7	8
PPARg SRC2 recr	0	10	2	5	-2	0	7	12
bIAP inhibitor	-24	-30	4	16	18	17	0	11
bIAP act	1.2	1.3	1	0.8	0.8	0.8	1	0.9
SRC2 TRFRET art	1558	1609	1606	1588	1743	1498	1612	1533
PPARg SRC-3 ag	-2	5	8	-2	2	2	7	-4
TNAP act hi DEA	1	1.1	1	1.1	1	1	1.1	1
PPARg SRC-1 ag	0	4	10	4	1	-11	1	11
ROMK primary	1.2	-1.5	0.37	-0.25	.	-1.1	.	.
STAT3 blocker	3	6	-21	0	-25	17	9	0
STAT1 blocker	2	-2	-5	-6	24	9	5	11
STAT3 activator	102	96	122	101	123	90	100	95

9) CCCC(=O)n1nc(-c2ccccc2)nc1SC
10) Cc1cccc(C(=O)Oc2ccccc2C2C[C@]3(C)CC(=O)NC3N2C(=O)c2cccc(C)c2)c1 (some centres undefined)
11) COc1cccc(CC(NC(C)=O)C(=O)NC2CCN(S(=O)(=O)c3ccc4ccccc4c3)CC2)c1 (centres undefined)
12) O=C1c2ccccc2NC(c2cccs2)N1NS(=O)(=O)c1ccccc1 (centres undefined)
13) CCn1c(SCC(=O)Nc2cc(C)on2)nnc1-c1ccccc1
14) Cc1ccc(S(=O)(=O)NCCC(=O)OCC(=O)Nc2ccccc2Cl)cc1
15) COCC(=O)N1CCCC(C(=O)c2ccc(Oc3ccccc3)cc2)C1 (centres undefined)
16) COc1cccc(Cn2c(C3CC3)nc3ccc(NC(=O)c4ccco4)cc3c2=O)c1
screen / no.	9	10	11	12	13	14	15	16
PPARg SRC2 recr	2	15	9	15	4	-8	1	8
bIAP inhibitor	6	-2	3	2	-20	3	3	11
bIAP act	0.9	1	1	1	1.2	1	1	0.9
SRC2 TRFRET art	1628	1506	1479	1647	1639	1753	1608	1757
PPARg SRC-3 ag	-3	7	-1	1	-5	0	3	0
TNAP act hi DEA	1	1	1.1	1.1	1	1.1	1	1
PPARg SRC-1 ag	7	6	-4	8	3	2	11	10
ROMK primary	.	-1.7	-1.2	-0.3	.	-0.16	-0.49	.
STAT3 blocker	0	7	3	3	11	10	-1	22
STAT1 blocker	0	6	6	1	10	1	-4	-12
STAT3 activator	101	98	101	99	92	96	103	83

17) O=C(Nc1nccs1)c1c(O)c2cccc3c2n(c1=O)CCC3
18) CN(C)S(=O)(=O)c1cccc(NC(=O)c2cnccn2)c1
19) Cc1cccc(NC(=O)CCn2cnnn2)c1
20) Cc1nnc(SCc2nnc(-c3cccs3)o2)n1C
21) Cc1ccc2[nH]c(-c3ccccc3)c(CN(C)C)c(=O)c2c1
22) CCOc1ccc(CN2CCN(CCCn3cccn3)CC2CCO)cc1 (centres undefined)
23) CN(C)CCNc1oc(COc2ccc(Cl)cc2)nc1C#N
24) O=C1CC(c2cccc(Br)c2)C2=C(CCCC2=O)N1 (centres undefined)
screen / no.	17	18	19	20	21	22	23	24
PPARg SRC2 recr	-2	6	-4	-2	-3	-5	-12	7
bIAP inhibitor	2	-6	3	5	-2	15	-12	0
bIAP act	1	1.1	1	0.9	1	0.9	1.1	1
SRC2 TRFRET art	1641	1692	1646	1407	1566	1487	1294	1500
PPARg SRC-3 ag	-7	-3	5	0	5	1	-2	-5
TNAP act hi DEA	1.1	1	1	1	1	1	1	1
PPARg SRC-1 ag	10	-6	3	0	6	-6	-4	7
ROMK primary	.	0.061	.	0.37	.	0.13	.	-0.063
STAT3 blocker	-63	10	4	4	4	6	-7	8
STAT1 blocker	5	-8	3	5	1	-6	-4	9
STAT3 activator	154*	97	99	103	100	97	108	101

25) Cc1ccccc1C(=O)NCC(=O)NNC(=S)NC(=O)c1ccccc1
26) CCOC(=O)N1CCN(CC(=O)n2c(C)c(C)c3ccccc32)CC1
27) Cc1[nH]nc2c1C(c1cn[nH]c1-c1ccc(F)cc1)C(C#N)=C(N)O2 (centres undefined)
28) COc1ccc(OC)c(-c2cc(C(=O)N3CCc4ccccc4C3)no2)c1
29) Cc1ccc(Nc2cc(C(=O)NCCCN3CCOCC3)c3ccccc3n2)c(C)c1
30) COc1ccc(/C(=C/Nc2cccc(Br)c2)C(C)=O)cc1OC
31) O=P(c1ccccc1)(c1ccccc1)C(O)c1ccco1 (centres undefined)
32) COc1cccc(C2c3[nH]c4ccccc4c3CCN2Cc2ncc[nH]2)c1 (centres undefined)
screen / no.	25	26	27	28	29	30	31	32
PPARg SRC2 recr	1	0	8	3	2	-5	11	4
bIAP inhibitor	13	2	-16	-5	-15	-24	-2	-30
bIAP act	0.9	1	1.2	1.1	1.1	1.2	1	1.3
SRC2 TRFRET art	1619	1453	1557	1813	1588	1588	1486	1614
PPARg SRC-3 ag	2	0	1	0	5	-1	5	2
TNAP act hi DEA	1.1	1.1	1	1.1	1	1.1	1.1	1
PPARg SRC-1 ag	10	2	0	6	0	8	-3	10
ROMK primary	0.4	-0.97	.	.	0.54	1.5	2.2*	-1.1
STAT3 blocker	-4	0	10	-19	2	-5	-4	-15
STAT1 blocker	3	-1	2	7	-8	5	0	-3
STAT3 activator	108	101	92	118	100	105	104	116

Record cards (already shown). Order of values: PPARg SRC2 recr, bIAP inhibitor, bIAP act, SRC2 TRFRET art, PPARg SRC-3 ag, TNAP act hi DEA, PPARg SRC-1 ag, ROMK primary, STAT3 blocker, STAT1 blocker, STAT3 activator
`COc1cccc(C2c3[nH]c4ccccc4c3CCN2Cc2ncc[nH]2)c1` (centres undefined) is listed as 4, -30, 1.3, 1614, 2, 1, 10, -1.1, -15, -3, 116
`O=P(c1ccccc1)(c1ccccc1)C(O)c1ccco1` (centres undefined) is listed as 11, -2, 1, 1486, 5, 1.1, -3, 2.2*, -4, 0, 104
`Cc1ccc(Nc2cc(C(=O)NCCCN3CCOCC3)c3ccccc3n2)c(C)c1` is listed as 2, -15, 1.1, 1588, 5, 1, 0, 0.54, 2, -8, 100

The list goes on:
33) CCOc1ccccc1OCC(=O)Nc1ccc(S(=O)(=O)Nc2nc(C)cc(C)n2)cc1
34) COC(=O)C(Cc1ccccc1)NC(=O)C(CC(C)C)NC(=O)OC(C)(C)C (centres undefined)
35) CCCn1cc(SCC(=O)NCC2CCCO2)c2ccccc21 (centres undefined)
36) CCOP(=O)(c1ccccc1)C1(C#N)CC1 (centres undefined)
37) COc1cc(OC)cc(-n2nc(C(=O)NCCCN3CCOCC3)c3ccccc3c2=O)c1
38) Cc1[nH]c2c(C)cccc2c1CCNC(=O)C1CCCCC1C(=O)OCC(F)(F)F (centres undefined)
39) CSc1ccccc1NC(=O)c1cc(C)on1
40) O=C(CCCN1C(=O)c2ccccc2C1=O)OC1CSCC1NC(=O)c1ccccc1 (centres undefined)
screen / no.	33	34	35	36	37	38	39	40
PPARg SRC2 recr	2	-4	3	1	9	10	12	0
bIAP inhibitor	5	10	15	1	-1	.	14	8
bIAP act	1	0.9	0.8	1	1	0.4	0.9	0.9
SRC2 TRFRET art	1393	1660	1362	1588	1639	1609	1590	1664
PPARg SRC-3 ag	-2	3	-1	3	0	5	3	0
TNAP act hi DEA	1	1	1	1	1	1	1	1.1
PPARg SRC-1 ag	-3	12	5	-1	3	-1	-1	5
ROMK primary	.	0.28	.	0.25	.	0.24	2	.
STAT3 blocker	2	3	7	4	4	-2	8	8
STAT1 blocker	-3	5	-9	-15	-3	-5	11	8
STAT3 activator	101	102	99	104	102	102	99	96

41) Cc1cc2n(n1)C(c1ccccc1)CC(c1ccc(Br)cc1)=N2 (centres undefined)
42) c1ccc(OCc2nnnn2-c2ccccc2)cc1
43) COc1ccc(/C=N\NC(=O)C2C(=O)NCC2c2ccccc2)cc1O (centres undefined)
44) O=C(Nc1ccccc1C(F)(F)F)N1CCN(c2ccccn2)CC1
45) Cc1ccccc1OCc1nnc(SCC(=O)N2CCc3ccccc32)n1C
screen / no.	41	42	43	44	45
PPARg SRC2 recr	8	15	9	3	14
bIAP inhibitor	33	14	-8	4	-6
bIAP act	0.7	0.9	1.1	1	1.1
SRC2 TRFRET art	1810	1608	1550	1766	1708
PPARg SRC-3 ag	1	7	4	1	3
TNAP act hi DEA	1	1	1	1	1
PPARg SRC-1 ag	4	0	2	8	6
ROMK primary	.	.	.	-0.5	0.33
STAT3 blocker	22	16	16	10	7
STAT1 blocker	-1	5	-2	-3	-3
STAT3 activator	84	84	94	97	97
